hcGAS inh: Primary biochemical luminescence assay for human cyclic GMP-AMP synthase inhibitors. recombinant h-cGAS, ATP depletion, Kinase-Glo luminescence. inhibition, % at 12.5 µM. 290,000 compounds, 0.081% hits;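 note: 0% = vehicle reaction and 100% = reaction without DNA for no activity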
Target sequence (Q8N884 whole entry, looked up): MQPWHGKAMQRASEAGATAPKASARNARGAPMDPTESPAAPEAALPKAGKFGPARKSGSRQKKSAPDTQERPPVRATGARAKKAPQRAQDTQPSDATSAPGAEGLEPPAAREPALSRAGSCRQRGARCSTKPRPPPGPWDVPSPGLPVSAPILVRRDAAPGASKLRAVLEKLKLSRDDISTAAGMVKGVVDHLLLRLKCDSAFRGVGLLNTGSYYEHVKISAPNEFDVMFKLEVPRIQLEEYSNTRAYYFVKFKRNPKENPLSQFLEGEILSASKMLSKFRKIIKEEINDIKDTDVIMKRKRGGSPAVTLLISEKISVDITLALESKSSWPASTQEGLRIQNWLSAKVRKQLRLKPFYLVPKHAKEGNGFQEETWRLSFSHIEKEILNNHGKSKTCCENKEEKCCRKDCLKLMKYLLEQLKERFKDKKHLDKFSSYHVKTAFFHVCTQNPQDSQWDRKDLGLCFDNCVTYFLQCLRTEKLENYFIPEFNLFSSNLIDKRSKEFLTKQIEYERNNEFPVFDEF
NPYLR7 agonist: agonists of mosquito NPYLR7 receptor, primary screen, cell-based, Aedes aegypti, calcium fluorescence, mosquito biting behavior; HEK293T NPYLR7/Galpha15, GCaMP6s calcium fluorescence; AID 1259423, 2018; Aedes aegypti neuropeptide Y-like receptor 7 (NPYLR7); activation, % at 10 µM; 270,000 compounds, 0.15% hits; in the data active = activation above about 40%;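 note: 0% = vehicle and 100% = reference agonist at the receptor; some compounds past the cut are filed as inactive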
mcGAS lum: cyclic GMP-AMP synthase inhibitors, mouse, primary biochemical chemiluminescence. Q8C6L5. recombinant cGAS, Kinase-Glo ATP depletion luminescence. inhibition, % at 12.5 µM. 160,000 compounds, 0.15% hits. AID 1259399, 2018;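 note: 0% = negative control wells and 100% = reference inhibitor with no enzyme activity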
* hit, by the source's call; x = not tested or not shown; & = joins results of further samples. Cut-off read from the data, not from the text of the source, unless noted: active = inhibition above about 40%; inactive = the rest.

SMILES	hcGAS inh	NPYLR7 agonist	mcGAS lum
CC(C)CCNC(=O)C1(C)CCN1Cc1ccc(-c2ccccc2)o1 (stereo not given)	-14	4	x
O=C(c1ccc([N+](=O)[O-])o1)N1CCN(c2nc3nccc(-c4cccc(C(F)(F)F)c4)n3n2)CC1	-2	x	-5
COCCCN(CC(=O)N(CCOC)Cc1cccn1C)C(=O)Nc1ccc(Br)cc1	3	-4	-3
CCN1Cc2ccccc2CC1C(=O)NCCSc1nnnn1C (stereo not given)	-9	4	x
Fc1cccc(CNCC2CC(c3ccccc3Cl)=NO2)c1 (stereo not given)	-4	0	-4
Cn1cnc2cc(NCc3ccccc3O)ccc21	-5	4	-7
C(=N/Nc1nc(N2CCCCC2)nc(N2CCCCC2)n1)/c1cccnc1	-2	-12	-5
c1ccc(-c2cc(=Nc3ccc4c(c3)OCO4)c3ccccc3o2)cc1	3	4	x
CCc1nc(C)sc1CNC(=O)c1ccc2oc(=O)n(C)c2c1	-6	4	x
CSc1ccc(CN2CCC2(C)C(=O)Nc2cccc(Oc3ccccc3)c2)cc1 (stereo not given)	-8	1	x
CCOC(=O)CNC(=O)COc1coc(CN2CCCc3ccccc32)cc1=O	-8	-1	-8
COc1cc(Br)c(NC(=O)C(=O)Nc2cnn(C(C)C)c2)cc1OC	-4	0	-16
Cc1ccc(C2=NN(c3ccc(/C=N\NC(=O)c4ccncc4)cc3)CC2)cc1	1	-10	-2
FC(F)(F)c1ccc(N2CC(c3ccncc3)C2)nc1	-7	7	x
Nc1ncc(C2CC(=O)Nc3cc4c(cc32)CCc2ccccc2N4)s1 (stereo not given)	4	0	x
CC(NC(=O)c1ccc(Cl)o1)c1ccccn1 (stereo not given)	-15	-1	x
Cc1cc(C(=O)CSc2nnc(C3CC3)n2C2CC2)c(C)n1C1CC1	-1	3	x
O=C(CSc1nncn1C(=O)/C=C/c1ccccc1)c1ccccc1	0	-7	1
O=C(C=Cc1ccco1)N1CCN(S(=O)(=O)c2ccc(Cl)s2)CC1	1	0	x
CCN(C1CCS(=O)(=O)C1)S(=O)(=O)CCn1cnc2ccccc21 (stereo not given)	6&-2	-5&2	x
C=CCn1c(N)c(C(=O)OCC)sc1=S	0	0	-4
O=C(O)CCNC(=O)C(F)(F)C(F)(F)C(=O)NCCC(=O)O	7	-2	x
COc1cc2c(cc1OC)C1CN3CCc4cc(OC)c(OC)cc4C3CN1CC2 (stereo not given)	1	4	-4
CCC(C)N(Cc1ccccc1OS(=O)(=O)c1ccc(NC(C)=O)cc1)C(=O)NC(C)(C)C (stereo not given)	2	1	0
CC(C)NC(=O)c1csc(N2CCN(CCc3ccccc3)C2=O)n1	-11	-4	x
CC1CCc2ccccc2N1C(=O)Cn1nc(Br)nc1Br (stereo not given)	1	1	x
COc1ccc(OC)c(C2SCC(=O)N(CC(=O)N3CCOCC3)c3c2c(C(C)(C)C)nn3-c2cccc(C)c2)c1 (stereo not given)	-3	-13	0
COc1cccc(CN(C)C2CC(C)(C)NC(C)(C)C2)c1O	-6	20	-13
COc1ccc(Nc2nc(NCCCc3ccccc3)nc3nccnc23)cc1	-1	5	x
CCOCCOC(=O)C1=C(C)N(C)C(=O)NC1c1ccc(Cl)cc1 (stereo not given)	-2	-4	-6
O=C(c1ccc(N2CCCS2(=O)=O)cc1)N1CCN(S(=O)(=O)c2ccccc2Cl)CC1	-2	4	-5
Cc1ccc(-c2noc3nc(C)cc(C(=O)O)c23)cc1	-1	-1	-10
Cc1ccccc1C1=NOC(CN(Cc2ccccc2Cl)C(=O)c2cccc(F)c2)C1 (stereo not given)	-8	26	-10
N#Cc1ccc(COC(CN2CCN(C(=O)C3CC3)CC2)c2cccc(N3CCCC3)c2)cc1 (stereo not given)	-11	3	-7
Cc1ccc(-c2nc(N(C)Cc3cccc4ccccc34)c3ccccc3n2)cc1	-3	5	-5
Cc1[nH]c(=O)nc(SCC(=O)N2CCN(c3ccccc3)CC2)c1C#N	-6	-4	-5
CC1=NC2=C(C(=O)CCC2)C(c2ccncc2)C1C(=O)OCCc1ccccc1 (stereo not given)	8	-7	3
O=C(O)C1(Cc2cccc(Cl)c2)CCCN(Cc2cccnc2)C1 (stereo not given)	-6	7	-15
Cc1ccc(-n2nc(C(C)C)nc2C(C)N2CCCC2=O)cc1 (stereo not given)	-4	10	x
COc1ccccc1C1CN(CCNC(=O)CCc2scnc2C)Cc2ccccc2O1 (stereo not given)	-5	13	-12
O=C(NCC1COc2ccccc2O1)N1CCN(c2ccc(F)cc2)CC1 (stereo not given)	-8	-3	-8
CCOC(=O)c1cc(-c2ccccc2)c(=S)sc1N	-2	8	x
CC(C)CN(CC(=O)Nc1nc(CC(=O)NCc2ccc(F)cc2)cs1)C(=O)c1ccc(Cl)cc1	1	2	-4
C=CCNc1ccccc1C(=O)NC1C(=O)Nc2cc(OC)ccc21 (stereo not given)	1	-11	x
CCCc1c(-c2ccccc2)ncn1Cc1ccc(C(=O)N2CCCC2)cc1	-3	5	x
CN1CCOC(C(=O)N(Cc2ccc(O)cc2)Cc2ccco2)C1 (stereo not given)	-4	-22	x
O=C(C1CC(=O)N(c2ccc(F)cc2)C1)N1CCN(Cc2nnnn2-c2ccccc2)CC1 (stereo not given)	-5	-3	-10
C=CCn1c(C)nn(CN2CCCC(NC(=O)OCC)C2)c1=S (stereo not given)	-16	6	x
Cc1[nH]c2ccccc2c1CC(=O)NCCS(=O)(=O)N(C)C	4	-1	x
CC(=O)Nc1ccccc1CC(=O)O	-9	-2	x
FC(F)(F)c1ccc(N2CCCNCC2)nc1	0	2	-4
Cc1ccn2c(NC(=O)CCC3CCCC3)c(-c3ccccc3C)nc2c1	-6	-4	-6
COc1ccc(-c2csc(-c3nnn(-c4cccc(F)c4)c3C)n2)cc1OC	-5	-2	-9
CC(=O)OC(C(=O)N1CC(=O)N2CCc3c(F)cccc3C2C1)c1ccccc1 (stereo not given)	-6	3	-7
Cc1ccc(-c2[nH]ncc2CNCCc2cccc(F)c2)cc1C	-1	7	-16
O=C(/C=C/c1ccc(Br)s1)Nc1ccc(Br)cc1F	-2	-2	-14
CCOC(=O)c1ccc2c(c1)nc(SCc1cc(F)ccc1C)n2Cc1ccco1	6	0	2
O=[N+]([O-])c1ccccc1-c1ccc(-c2nnc(-c3ccco3)o2)o1	-2	3	x
CCOC(=O)CCCn1ncn2c(cc3occc32)c1=O	-3	1	-3
CCn1nc(C)cc1C(=O)N(C)c1ccc(Br)cc1F	-7	5	x

Going on with the list:
SMILES	hcGAS inh	NPYLR7 agonist	mcGAS lum
O=C(NCCc1csc2c1CCCC2)c1cn(CC2CCCNC2)nn1 (stereo not given)	-4	6	-11
CCCOc1ccc(C(=O)N(C)CCCN2c3ccccc3CCc3ccccc32)cc1	-4	-3	-2
CCOC(=O)C1(Cc2ccccc2C(F)(F)F)CCN(C(=O)c2cccc(OC)c2)CC1	-6	4	x
CCOc1ccc(-c2ncncc2Oc2ccccc2OCC)c(O)c1	-7	1	-9
Cc1c(Cl)c([N+](=O)[O-])nn1CC(=O)Nc1ccc(OC(F)(F)F)cc1	-6	2	-4
CC(C)(C)C1CCC(NC(=O)CCC(=O)N2CCN(c3ccccn3)CC2)CC1 (stereo not given)	-5	-12	-3
Cc1sc(-c2nsc(=O)o2)cc1[N+](=O)[O-]	-9	-1	-5
CCOC(=NC1CCCc2ccccc21)NC(=O)c1ccc(C(F)(F)F)cc1 (stereo not given)	-5	-3	-4
Cn1c(=O)c2cc(NC(=O)Nc3ccccc3)ccc2n1Cc1ccccc1	-8	0	-8
CCOC(=O)C1(CCc2ccccc2)CCCN(Cc2cccn2-c2ncccn2)C1 (stereo not given)	-7	0	-9
CCOC(=O)C1CCN(C(=O)c2cccc(CSc3nc(C)cc(N4CCN(c5ccccc5Cl)CC4)n3)c2)CC1	-11	10	-4
COc1ccc(Nc2nc3c(C)cccn3c(=O)c2/C=N\Nc2ccccc2)cc1	6	2	x
CC(=O)NC1CCCN(c2c(Cl)cccc2C#N)C1 (stereo not given)	-3	-7	x
CCc1nc2ccccc2n1CC(O)COc1cc(C)ccc1C (stereo not given)	1	1	-2
Cc1nn(-c2ccccc2)c(Cl)c1CN1CCc2c(ncn2C)C1	-7	11	-16

One compound at a time (already shown). Order of values: hcGAS inh, NPYLR7 agonist, mcGAS lum
Record of `CCOC(=NC1CCCc2ccccc21)NC(=O)c1ccc(C(F)(F)F)cc1` (stereo not given) : -5, -3, -4
Record of `CCOc1ccc(-c2ncncc2Oc2ccccc2OCC)c(O)c1` : -7, 1, -9

17 consecutive compounds out of the list so far, quoted:
SMILES	hcGAS inh	NPYLR7 agonist	mcGAS lum
O=C(/C=C/c1ccc(Br)s1)Nc1ccc(Br)cc1F	-2	-2	-14
CCOC(=O)c1ccc2c(c1)nc(SCc1cc(F)ccc1C)n2Cc1ccco1	6	0	2
O=[N+]([O-])c1ccccc1-c1ccc(-c2nnc(-c3ccco3)o2)o1	-2	3	x
CCOC(=O)CCCn1ncn2c(cc3occc32)c1=O	-3	1	-3
CCn1nc(C)cc1C(=O)N(C)c1ccc(Br)cc1F	-7	5	x
O=C(NCCc1csc2c1CCCC2)c1cn(CC2CCCNC2)nn1 (stereo not given)	-4	6	-11
CCCOc1ccc(C(=O)N(C)CCCN2c3ccccc3CCc3ccccc32)cc1	-4	-3	-2
CCOC(=O)C1(Cc2ccccc2C(F)(F)F)CCN(C(=O)c2cccc(OC)c2)CC1	-6	4	x
CCOc1ccc(-c2ncncc2Oc2ccccc2OCC)c(O)c1	-7	1	-9
Cc1c(Cl)c([N+](=O)[O-])nn1CC(=O)Nc1ccc(OC(F)(F)F)cc1	-6	2	-4
CC(C)(C)C1CCC(NC(=O)CCC(=O)N2CCN(c3ccccn3)CC2)CC1 (stereo not given)	-5	-12	-3
Cc1sc(-c2nsc(=O)o2)cc1[N+](=O)[O-]	-9	-1	-5
CCOC(=NC1CCCc2ccccc21)NC(=O)c1ccc(C(F)(F)F)cc1 (stereo not given)	-5	-3	-4
Cn1c(=O)c2cc(NC(=O)Nc3ccccc3)ccc2n1Cc1ccccc1	-8	0	-8
CCOC(=O)C1(CCc2ccccc2)CCCN(Cc2cccn2-c2ncccn2)C1 (stereo not given)	-7	0	-9
CCOC(=O)C1CCN(C(=O)c2cccc(CSc3nc(C)cc(N4CCN(c5ccccc5Cl)CC4)n3)c2)CC1	-11	10	-4
COc1ccc(Nc2nc3c(C)cccn3c(=O)c2/C=N\Nc2ccccc2)cc1	6	2	x

Carrying on.
SMILES	hcGAS inh	NPYLR7 agonist	mcGAS lum
COc1ccccc1C=CC(=O)N1CCN(S(=O)(=O)c2ccc3c(c2)OCCCO3)CC1	-8	10	-7
COc1ccc(C(=O)N(Cc2ccccc2)c2ccccn2)cc1[N+](=O)[O-]	-4	-1	x
Cc1ccc(-n2nnnc2CNC(=O)NCc2cccc3ccccc23)cc1C	-8	0	-8
Cc1ccc(-c2cc(C(F)(F)F)n3ncc(C(=O)N4CCN(C)CC4)c3n2)cc1	1	3	1
CCCC(=O)OCC(O)CN(Cc1ccc(OC)cc1)Cc1ccccc1F (stereo not given)	-7	16	-3
COc1ccc(-c2onc(C)c2C(=O)NCc2ccccn2)cc1	-2	-1	0
COC(=O)CCCC(=O)NCC1Cc2cc(F)cc(F)c2O1 (stereo not given)	-3	9	x
Cn1ncnc1CNC(=O)NC1CCc2c1ccc(Cl)c2Cl (stereo not given)	-4&-7	3	-18
N#Cc1ccc(S(=O)(=O)N2CCN(C(c3ccccc3)c3ccc(Cl)cc3)CC2)cc1 (stereo not given)	-4	6	-6
COC(=O)c1ccc(NC(=O)Cc2csc(-n3cccc3)n2)cc1	4	-2	x
Cc1ccc(S(=O)(=O)N=C(Nc2ccc(C)c(C)c2)Nc2nc(C)cc(C)n2)cc1	2	-4	x
Cc1cc(C)n(-c2ccc(N3CCN(S(=O)(=O)c4cc(C(C)C)ccc4C)CC3)nn2)n1	-1	-1	-5
Cc1cccc(Cn2c(C3CCCN(C)C3)n[nH]c2=O)c1 (stereo not given)	-8	6	x
CC1CC(=O)Nc2ccccc2N1CC(=O)Nc1cccc(S(C)(=O)=O)c1 (stereo not given)	-4	13	-14
CC(C)[C@@H]1C(=O)C(C(N)=O)C(=O)[C@@]2(O)C(=O)C3=C(O)c4c(O)ccc(N(C)C)c4C[C@H]3C[C@@H]12 (stereo not given in full)	-1	0	-5
Cc1cccc(Cn2c(Sc3nnc(C)s3)nc3c2c(=O)[nH]c(=O)n3C)c1	5	-18	0
CC(C)(C)c1ccc(C(=O)N2CCN(c3ccc([N+](=O)[O-])cc3)CC2)cc1	-3	5	x
NC(=O)c1cccnc1N1CCN(Cc2cc3n(n2)CCNC3)CC1	-3	8	x
CO[C@@H]1C[C@@H]2CC(C)(C)OC[C@@]2(O)[C@H]1N1CCC(N2CCCCC2)CC1	7	1	-5
Cc1nc(CN2CCN(S(=O)(=O)CC3CCOC3)CC2)cs1 (stereo not given)	-12	1	x
CCc1ccc(Cl)c(CC)c1NC(=O)c1nccn2ccnc12	-7	4	x
Nc1cc2c(cc1Cl)OCCO2	-8	-2	-6
Cc1nc(SCc2ccc(C(=O)NCCN(C)C)cc2)nc(N(C)C)c1C	-9	-2	-8
CCOC(=O)c1c(NC(=O)CCC2CCCCC2)sc(C)c1C	-6	-3	-6
CC(C)(C)n1nc2c(c1NC(=O)c1cccc3ccccc13)CSC2	1	-1	-5
CC(/C=C/c1ccccc1)=N\OC(=O)C1CC1c1ccccc1 (stereo not given)	6	-12	x
Cc1ccc(CNCCc2cccs2)s1	-5	-1	x
CC(C)Cc1ncc2c(n1)CN(C(=O)CN1CCCCCC1)C2	-1	x	0
COc1ccc(-c2n[nH]c(=S)n2-c2ccccc2C)cc1	-8	3	x
Cc1cccn2c(=O)nc(SCc3ccc(Br)cc3)nc12	-12	7	x
CCC(=O)NCC1CC2c3ccccc3C1c1ccccc12 (stereo not given)	6	1	6

Source: PubChem
